Compound activity from PubChem.
H37Rv inhibition = M. tuberculosis growth inhibition, HTS (AID 449762). M. tuberculosis H37Rv growth inhibition, 7H9 media; higher % means a stronger effect. inhibition, % at 25 µM, or IC50 in µM where a hit was titrated. hit rate 0.59% among 330,000; in the data active means a potency from the dose series; inconclusive means inhibition above about 70% without an active follow-up result;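 further: bacterial growth assessed after seven days of incubation; strong numbers were not always called active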
PhoP GFP inhibition = Inhibition of PhoP regulon, Salmonella typhi GFP reporter cells, confirmation, 4 h (AID 1850); Salmonella Typhi PhoP-promoter GFP reporter, fluorescence, 4 h; higher % means a stronger effect; inhibition, % at 50 µM; hits with a dose series show IC50 in µM; hit rate 0.33% among 310,000; in the data active means a potency from the dose series; inconclusive means inhibition mostly from about 25% at the one dose, without a potency; inactive means the rest, 99 in 100 with inhibition below about 19%;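 further: 0% = induced wells with vehicle and 100% = uninduced wells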
influenza NS1A = NS1A inhibition, H1N1 influenza, cell based functional assay (AID 504329); NS1A functional cell-based assay, percent inhibition; higher % means a stronger effect; inhibition, % at 12.5 µM; hits with a dose series show IC50 in µM; hit rate 0.3% among 340,000; in the data active means a potency from the dose series; inconclusive means inhibition above about 27% without an active follow-up result; further: strong numbers were not always called active
tuberculosis growth = growth inhibition of non-replicating M. tuberculosis (AID 488890) | Mycobacterium tuberculosis non-replicating, growth inhibition; higher % means a stronger effect | one-dose inhibition, % at 25 µM; IC50 in µM for titrated hits | hit rate 0.39% among 320,000; in the data active means a potency from the dose series; inconclusive means inhibition mostly from about 82% at the one dose, without a potency; inactive means the rest, 99 in 100 with inhibition below about 76%;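 further: plate controls were DMSO cells for no effect and high antibiotic wells for full effect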
inhibitors of VEEV = inhibitors of VEEV TC-83 cytopathic effect, confirmation, Vero cells (AID 588727); inhibition, % at 20 µM; hits with a dose series show IC50 in µM; hit rate 0.13% among 350,000; Vero cells, VEEV TC-83 cytopathic effect inhibition; higher % means a stronger effect; in the data active means a potency from the dose series; inconclusive means inhibition mostly from about 14% at the one dose, without a potency; inactive means the rest, 99 in 100 with inhibition below about 12%; further: strong numbers were not always called active
inhibitors of VEEV 10K pilot screen = also measured in inhibitors of VEEV; calls as there; inhibition, %; measured here: 10K pilot screen inhibition
The depositor's hits bear a star; i = inactive; ? = inconclusive; / = no result given; & = joins results of further samples.

SMILES	H37Rv inhibition	PhoP GFP inhibition	influenza NS1A	tuberculosis growth	inhibitors of VEEV	others
CCC(CCC(=O)NNC(=O)Cc1ccc([N+](=O)[O-])cc1)C(=O)O (stereo not given)	0%	-2%	7%	1%	0.6%
Fc1ccc(NCc2cccnc2)cc1F	2%	23%	-3%	7%	1.3%
CN(CCCn1cnc2c(OCc3ccccc3)ncnc21)CCc1ccccn1	/	/	-7%	/	i
CCCCC(=O)NC(=S)Nc1ccc(S(=O)(=O)N2CCCC2)cc1	-7%	-4%	-6%	76%	2.4%
O=C(c1cccc2ccccc12)N1CCN(c2ccc([N+](=O)[O-])c(NCc3ccco3)c2)CC1	4%	-7%	8%	12%	3.1%
Cc1nnc(NC(=O)c2cc(S(=O)(=O)N3CCCCC3)ccc2Cl)s1	-3%	-5%	2%	2%	1.2%
CCOC(=O)c1ccc(NC(=O)N2CCN(C3CCCCC3)CC2)cc1	0%	2%	1%	24%	1.0%
CSCCC(NC(=O)c1ccccc1Br)C(=O)N1CCN(C(C)=O)CC1 (stereo not given)	-3%	/	-16%	-11%	1.6%
O=C(COC(=O)c1cc(S(=O)(=O)N2CCCCC2)ccc1Cl)NC1CCS(=O)(=O)C1 (stereo not given)	-12%	/	-14%	-6%	0.4%
Cn1c(=O)c2cc(S(=O)(=O)NCCC(=O)NC3CCCCCCC3)ccc2n(C)c1=O	0%	-13%	3%	13%	i
CN1C(=O)c2ccc(N3CCCC3)cc2C1=O	0%	-11%	-4%	-3%	0.8%
Cc1ccc(S(=O)(=O)NC(=S)NC2CCCCC2)cc1	-7%	0%	-7%	?	0.6%
Cc1ccc(N(Cc2ccc(C(=O)NC3CCCCC3)cc2)S(C)(=O)=O)cc1C	15%	17%	-26%	7%	2.3%
CCOC(=O)C(c1ccccc1)C(Nc1ccc(F)cc1)c1ccccn1 (stereo not given)	1%	7%	2%	10%	6.8%
COc1ccccc1NS(=O)(=O)c1cc(NC(=O)c2ccc(=O)[nH]c2)ccc1N1CCOCC1	6%	1%	2%	1%	2.0%
C=CCc1cc(OC)ccc1OCCOCCN1CCc2ccccc2C1	-3%	6%	7%	22%	0.1%
O=C(Cn1c(=O)n(-c2ccccc2)c(=O)c2sccc21)N1CCCC1	-7%	-1%	4%	-17%	i	inhibitors of VEEV 10K pilot screen=0.8
COc1ccc([N+](=O)[O-])cc1NC(=O)C(C)OC(=O)/C=C/c1ccco1 (stereo not given)	4%	12%	-1%	34%	1.8%
CCN(C(=O)c1ccco1)c1nnc(-c2cccnc2)s1	4%	3%	5%	-6%	0.7%
Cc1ccccc1CC1(CO)CCCN(C(=O)CCCN2CCCCC2=O)C1 (stereo not given)	-6%	11%	-5%	9%	i
Cc1ccc(NC2=CC(=O)CC(C)(C)C2)cc1F	-9%	-7%	-6%	-7%	6.6%
CC(C)(O)C1CC[C@@](C)([C@@H]2CC[C@]3(C)[C@H]2[C@H](O)CC2[C@@]4(C)CCC(O)C(C)(C)C4C(OC4OC(CO)C(O)C(O)C4O[C@@H]4OCC(O)C(O)C4O)C[C@]23C)O1 (stereo not given in full)	0%	/	-1%	1%	0.6%	inhibitors of VEEV 10K pilot screen=0.5
O=c1[nH]c(CSc2nc3ccccc3o2)nc2c1cnn2-c1ccccc1	-3%	-4%	8%	4%	1.1%
COc1ccc(NC(=O)CN(C)Cc2c(F)cccc2Cl)cc1S(=O)(=O)N1CCCCC1	-7%	-9%	-8%	18%	0.4%
COc1cc(/C=C(\C#N)C(=O)NC2CCCCC2)ccc1OCc1ccc(C(=O)O)cc1	38%	9%	-1%	10%	1.8%
O=C(CCl)N(c1ccccc1)C1CCS(=O)(=O)C1 (stereo not given)	25%	-9%	-15%	69%	14%
CSc1cccc(NC(=O)CCCOc2ccccc2)c1	?	-5%	-6%	67%	0.5%
O=C1CCN(Cc2ccccc2)S(=O)(=O)c2ccc(F)cc21	7%	/	7%	3%	i
CC[C@@H](C)[C@H](NC(=O)C1CCN(C(=O)[C@@H](NS(=O)(=O)c2ccc(C)cc2)C(C)C)CC1)C(=O)O	0%	-1%	9%	-3%	i
C=CCOc1ccc(C2C(C#N)=C(N)N(Nc3ccccc3)C3=C2C(=O)CCC3)cc1OC (stereo not given)	?	-3%	-6%	48%	5.1%
CC(C)CNC(=O)C1Nc2ccc(C(F)(F)F)cc2C2C=CCC12 (stereo not given)	1%	-3%	-6%	7%	1.6%
COc1cccc(N=C2SC(CC(=O)Nc3ccccc3)C(=O)N2Cc2ccccn2)c1 (stereo not given)	-2%	0%	-5%	6%	6.8%
CC1CCN(C(=O)c2[nH]cnc2C(=O)Nc2ccc(Cl)cc2)CC1	9%	/	-9%	71%	0.9%
c1ccc(-c2csc(Nc3cccnc3)n2)nc1	?	-10%	14%	24%	0.3%
CC1CN(C2=NC(=O)/C(=C3/C(=O)N(Cc4ccc(F)cc4)c4ccccc43)S2)CC(C)O1 (stereo not given)	-4%	-4%	-15%	35%	2.9%
S=P1(Oc2ccccc2)Nc2ccccc2N1	/	/	-7%	/	1.1%
CC1CCc2c(sc(NC(=O)c3c([N+](=O)[O-])cnn3C)c2C(N)=O)C1 (stereo not given)	-10%	-7%	6%	-12%	1.0%
CC(=O)c1nn(-c2cccc(Br)c2)cc1C(=O)c1ccc(Cl)cc1	10%	-9%	1%	5%	2.2%
COc1ccc(C2=C/C(=C\c3ccc(OC(C)=O)cc3)C(=O)O2)cc1	8%	-17%	-1%	34%	0.6%
CCNc1nc(C)nc2c1cnn2C	/	/	11%	/	9.3%

Compounds from the list above containing a cyano group:
SMILES	H37Rv inhibition	PhoP GFP inhibition	influenza NS1A	tuberculosis growth	inhibitors of VEEV	others
COc1cc(/C=C(\C#N)C(=O)NC2CCCCC2)ccc1OCc1ccc(C(=O)O)cc1	38%	9%	-1%	10%	1.8%
C=CCOc1ccc(C2C(C#N)=C(N)N(Nc3ccccc3)C3=C2C(=O)CCC3)cc1OC (stereo not given)	?	-3%	-6%	48%	5.1%

Carrying on:
SMILES	H37Rv inhibition	PhoP GFP inhibition	influenza NS1A	tuberculosis growth	inhibitors of VEEV	others
O=C(NNC(=S)NC1CCCCC1)c1cccs1	-3%	-4%	15%	10%	i
Cc1ccc([N+](=O)[O-])c(OCCCN2CCC(Cc3ccccc3)CC2)c1	20%	11%	19%	72%	i
CC(OC(=O)C1CC1)C(=O)Nc1cc(C(F)(F)F)ccc1Cl (stereo not given)	0%	-5%	-8%	24%	1.0%
CCC1=C(OC(=O)N(CC)CC)N2C(=O)OC(=NCC3CC3)[C@]2(Cc2ccccc2)[C@H]2C1=CC[C@H]1C(=O)N(CC(=O)OC)C(=O)[C@H]12	4%	3%	/	38%	/
Cc1ccc(CNC(=O)CN(C2CCCCC2)S(C)(=O)=O)cc1	-1%	4%	4%	3%	0.6%
O=c1cc(O)c2sc(Nc3ccc(F)c(Cl)c3)nc2[nH]1	-3%	-2%	/	-7%	11%
CC1=CC(C)(C(Cl)Cl)C(C)=CC1=O (stereo not given)	6%	0%	-4%	-5%	3.0%
CCOC(=O)C1CCN(C(=O)c2ccccc2)C(CC)C1=O (stereo not given)	/	/	1%	/	i
CC(C)(C)n1nnnc1C(c1cccc(C(F)(F)F)c1)N1CCC(O)CC1 (stereo not given)	2%	3%	-6%	3%	i
Cc1cc(N2CCN(C(=O)c3cccs3)CC2)c(F)cc1[N+](=O)[O-]	6%	2%	-21%	75%	i
O=C(Nc1ccccc1Cl)N1CCN(c2ccccn2)CC1	-17%	6%	-6%	1%	i
O=C(CCC(=O)N1CCN(c2ccc(F)cc2)CC1)c1ccc(F)cc1	5%	14%	/	25%	/
CCc1nc(N=Nc2c(O)[nH]c3ccccc23)c2c3c(sc2n1)CCC3	-1%	-6%	5%	7%	12%
COc1ccc(C(=O)Nc2ccc(CN3CCOCC3)cc2)cc1Br	-4%	3%	-22%	9%	0.5%
Cc1cc(C)c(OCC(=O)OCC(=O)N2CCc3ccccc3C2)c(C)c1	18%	2%	3%	?	1.7%
O=C(CCC(NC(=O)OCc1ccccc1)C(=O)OCC(=O)N1CCCCC1)OCC(=O)N1CCCCC1 (stereo not given)	-10%	-3%	-1%	-3%	4.0%
O=C(C1CCN(S(=O)(=O)c2cc(Cl)ccc2Cl)CC1)N1CCCC1	-2%	-4%	9%	1%	i
NC(=O)c1ccc(NC(=O)c2cccc3c2OCCCO3)cc1	1%	4%	/	-9%	0.8%
COc1cccc(NC(=O)C2CCN(S(=O)(=O)c3ccc4c(c3)CC(C)N4C(C)=O)CC2)c1 (stereo not given)	-1%	-1%	-34%	15%	1.2%
CCOC(=O)c1c(NC(=O)COC(=O)c2nc(Cl)ccc2Cl)sc(C(=O)N(C)C)c1C	-3%	2%	-2%	-8%	0.2%

Reprinted from the part before: 6 entries, then new ones.
SMILES	H37Rv inhibition	PhoP GFP inhibition	influenza NS1A	tuberculosis growth	inhibitors of VEEV	others
Cc1cc(C)c(OCC(=O)OCC(=O)N2CCc3ccccc3C2)c(C)c1	18%	2%	3%	?	1.7%
O=C(CCC(NC(=O)OCc1ccccc1)C(=O)OCC(=O)N1CCCCC1)OCC(=O)N1CCCCC1 (stereo not given)	-10%	-3%	-1%	-3%	4.0%
O=C(C1CCN(S(=O)(=O)c2cc(Cl)ccc2Cl)CC1)N1CCCC1	-2%	-4%	9%	1%	i
NC(=O)c1ccc(NC(=O)c2cccc3c2OCCCO3)cc1	1%	4%	/	-9%	0.8%
COc1cccc(NC(=O)C2CCN(S(=O)(=O)c3ccc4c(c3)CC(C)N4C(C)=O)CC2)c1 (stereo not given)	-1%	-1%	-34%	15%	1.2%
CCOC(=O)c1c(NC(=O)COC(=O)c2nc(Cl)ccc2Cl)sc(C(=O)N(C)C)c1C	-3%	2%	-2%	-8%	0.2%
O=C(NN1C(=O)c2ccccc2C1=O)C1C2CCCCC21 (stereo not given)	-2%	-5%	18%	-4%	2.2%
COc1cc2ccccc2cc1C(=O)NC(=S)Nc1cccc(C(=O)O)c1C	-8%	3%	4%	16%	0.6%
O=C(c1cc2nc(-c3ccccc3)cc(C(F)(F)F)n2n1)N1CCN2CCCC2C1 (stereo not given)	-2%	9%	4%	30%	i
CC(=O)Nc1ccc(N/C=C/C(=O)c2ccc(Br)cc2)cc1	0%	-4%	-4%	3%	i
CSCCC(NC(=O)c1ccccc1)C(=O)N/N=C(\C)c1ccccc1 (stereo not given)	6%	-4%	-5%	-9%	0.6%
CCOC(=O)/C(C#N)=C/Nc1ccccc1NS(=O)(=O)c1ccc(C)c(C)c1	8%	16%	-13%	-3%	i
CCOc1ccc2oc(C(=O)N(C)CC(=O)Nc3ccc(OCC)c(OCC)c3)c(C)c2c1	9%	10%	0%	7%	9.7%
COc1ccc(CCNC(=O)c2cc3cccc(OC)c3oc2=O)cc1OC	-1%	-4%	-9%	/	0.9%
O=C(Nc1ccccc1)c1sc2cc(C(F)(F)F)cnc2c1-c1cccs1	-1%	-2%	-4%	-5%	0.9%
Cc1cccc(CN2C[C@]34CC[C@@H](C[C@@H]3S2(=O)=O)O4)c1	4%	-2%	-3%	0%	i
COc1ccc(O)c(/C=C(\C#N)C(=O)Nc2cccnc2)c1	5%	-5%	-4%	65%	11%
O=C(CNC(=O)c1ccc(F)cc1)NCc1ccc(Cl)cc1	-2%	12%	2%	16%	0.1%
COc1cc(C2C(C#N)=C(N)OC3=C2C(=O)CC(C)(C)C3)ccc1OC(=O)N1CCOCC1 (stereo not given)	10%	-8%&0%	-7%	14%	1.0%
Cc1ccc(NCc2nnc(SC(C)C(=O)N/N=C/c3ccc(C)o3)n2-c2ccccc2)cc1 (stereo not given)	-5%	1%	4%	27%	3.6%
Cc1nn(Cc2ccc([N+](=O)[O-])cc2)c(=O)n1-c1cccc(F)c1	-8%	-7%	-3%	26%	6.1%
C=COCCn1c(C)c(C(C)=O)c2cc(O)ccc21	-2%	-2%	-3%	1%	2.2%
COc1ccc(Cl)cc1NC(=O)Nc1ccccc1C(N)=O	4%	0%	-7%	8%	i
CC(C)CNC(=O)/C=C/C=C/CCCCCC/C=C/c1ccc2c(c1)OCO2	-4%	/	-6%	4%	1.6%
CC(=O)Nc1ccc(OCC(O)CN2CCCCC2C)cc1 (stereo not given)	2%	-3%	-5%	4%	i
O=c1[nH]c(=O)c2nnc(N/N=C/c3ccccc3F)nc2[nH]1	6%	3%	3%	-3%	0.5%
CC1CCN(CCC(=O)Nc2ccc3c(c2)CCC3)CC1	-2%	18%	-19%	10%	0.2%
O=C(CCCN1C(=O)c2cccnc2C1=O)Nc1ccc(Br)cc1	-10%	-9%	4%	5%	1.0%
CSc1ccccc1NC(=O)c1c(C)noc1C	6%	4%	-2%	8%	2.0%
